# VLA-4 inh: inhibition in a human VLA-4 binding assay; P13612; VLA-4 expressing cells, ligand binding flow cytometry; inhibition, % (about 7 µM as worked out from the volumes in the protocol); actives 0.2% (n = 330,000); AID 2557; in the data active = inhibition above about 50%
# PP1 counter: PP1-alpha (human) inhibition in PP5 counter-screen. purified PP1alpha, OMFP fluorescence. actives 0.9% (n = 320,000). P62136. inhibition, % at 6.7 µM;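 active = inhibition above the mean inhibition of all tested compounds plus 3 SD, computed separately for each screening campaign, cut at about 15% in these data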
# Target sequence (P62136 whole entry, looked up): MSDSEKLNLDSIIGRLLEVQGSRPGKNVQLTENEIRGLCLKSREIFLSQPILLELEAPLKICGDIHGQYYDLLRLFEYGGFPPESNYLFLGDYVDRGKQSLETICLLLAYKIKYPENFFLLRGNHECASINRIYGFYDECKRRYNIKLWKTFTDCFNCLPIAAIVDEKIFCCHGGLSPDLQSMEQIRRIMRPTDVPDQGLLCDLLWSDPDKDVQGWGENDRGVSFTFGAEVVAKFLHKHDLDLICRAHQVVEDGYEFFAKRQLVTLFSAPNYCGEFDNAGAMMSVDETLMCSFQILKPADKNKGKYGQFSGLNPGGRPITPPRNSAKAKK
# PP5 inh: blocks human protein phosphatase 5 activity; inhibition, % at 6.7 µM; P53041; purified PP5c, OMFP substrate fluorescence; AID 1987; actives 0.18% (n = 320,000);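 active = inhibition above the campaign's mean inhibition across all tested compounds plus 3 SD, cut at about 9.5% in these data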;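 also: 0% = DMSO only and 100% = 100 µM cantharidin control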
# Target sequence (P53041 whole entry, looked up): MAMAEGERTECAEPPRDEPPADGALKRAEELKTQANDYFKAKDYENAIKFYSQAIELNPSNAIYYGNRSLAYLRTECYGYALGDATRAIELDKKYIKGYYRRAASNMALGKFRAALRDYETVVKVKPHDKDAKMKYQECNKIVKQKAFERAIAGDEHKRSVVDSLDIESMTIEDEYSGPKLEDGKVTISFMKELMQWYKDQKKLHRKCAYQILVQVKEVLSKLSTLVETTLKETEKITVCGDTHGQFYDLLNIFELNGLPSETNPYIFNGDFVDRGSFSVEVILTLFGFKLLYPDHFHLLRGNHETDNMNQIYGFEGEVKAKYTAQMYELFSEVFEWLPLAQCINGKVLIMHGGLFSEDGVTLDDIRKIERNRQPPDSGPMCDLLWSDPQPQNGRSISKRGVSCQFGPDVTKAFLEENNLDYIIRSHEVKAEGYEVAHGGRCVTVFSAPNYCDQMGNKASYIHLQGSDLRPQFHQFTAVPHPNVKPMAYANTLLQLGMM
# GASC-1 inh: inhibitors of human GASC-1 (JMJD2C) demethylase; Q9H3R0; GST-JMJD2C(1-420) H3K9me3 demethylation, DELFIA europium; inhibition, % at 2.35 µM; actives 0.069% (n = 330,000); AID 2099;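 active = more than half of a compound's replicate wells show inhibition beyond 50%, single wells judged on their own value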;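 also: signal counts dimethyl H3K9 product captured on neutravidin plate; 0% = median of DMSO wells and 100% = 0.3 times that DMSO median; strong numbers were not always called active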
# procasp7 counter: counter-screen for procaspase-3 activators: activators of human procaspase-7; recombinant procaspase-7, Ac-DEVD-pNA absorbance 405 nm; D23A/D198A/D206A triple mutant, cannot self-cleave; scale: DMSO 0, 5 µM enzyme 100; AID 463210; actives 0.093% (n = 330,000); activation, % at 8.5 µM;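 active = percent activation above the screen-wide mean plus 3 SD, cut at about 25% in these data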
#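 Detection: p-Nitroaniline absorbance at 405 nm, read at 0 and 120 min; system: Uncleavable procaspase-7 mutant enzyme; evaluation: % activation from two-timepoint absorbance difference, scaled to controls; times: 1 h enzyme–compound preincubation and 2 h substrate reaction, both 25 °C; buffer or medium: Zinc-free HEPES pH 7.4 with 300 mM NaCl, 0.01% Triton X-100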
# GRK2 aptamer HTS: human GRK2 inhibition via aptamer displacement. inhibition of aptamer binding, % at 10 µM. actives 0.59% (n = 330,000). P25098. bead flow cytometry, FAM-aptamer displacement from GRK2;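 active = inhibition of aptamer binding above 40%, roughly 3 SD of noise, on plates passing a quality check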;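 also: median bead fluorescence of bound FAM aptamer so fluorescent compounds give negative values; no value below 0 was filed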
# proCasp3 act: activates human procaspase-3; P42574; recombinant procaspase-3 D3A, Ac-DEVD-pNA absorbance 405 nm; activation, % at 8.5 µM; actives 0.11% (n = 330,000); AID 463141;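 active = activation above the mean of all tested compounds plus 3 SD, cut at about 21% in these data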;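 also: 0% = DMSO alone and 100% = DMSO wells spiked with extra 5 µM PC-3 D3A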
# Target sequence (P42574 whole entry D9A/D28A/D175A): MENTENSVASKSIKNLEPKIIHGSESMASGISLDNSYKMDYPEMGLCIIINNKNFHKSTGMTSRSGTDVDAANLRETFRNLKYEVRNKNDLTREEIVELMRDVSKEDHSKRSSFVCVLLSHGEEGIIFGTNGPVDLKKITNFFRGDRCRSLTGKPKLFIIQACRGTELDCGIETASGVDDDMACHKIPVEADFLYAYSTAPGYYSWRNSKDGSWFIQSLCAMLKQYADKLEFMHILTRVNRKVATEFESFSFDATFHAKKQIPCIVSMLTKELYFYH
#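 Assay system: Autoprocessing-dead procaspase-3 D3A mutant enzyme; also added: Ac-DEVD-pNA; doses: one concentration, 8.5 µM nominal, 0.8% DMSO; times: 1 h compound preincubation, 2 h substrate hydrolysis at 25 °C; technique: 405 nm absorbance of p-nitroaniline, reads at 0 and 120 min; measure: % activation between DMSO and enzyme-spiked controls; repeats: single replicate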
# Fh CTSL1 inh: counter-screen for PFM18AAP inhibitors: inhibitors of F. hepatica cathepsin L1; AID 1906; recombinant F. hepatica cathepsin L1, Z-Leu-Arg-MCA fluorescence; actives 0.49% (n = 300,000); inhibition, % at 5.96 µM;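 active = inhibition above the mean of all tested compounds plus 3 SD, set per screening campaign, cut at about 17% in these data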;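 also: 0% = plate median of test compound wells and 100% = 1 µM Z-Phe-Ala-diazomethylketone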
# core dimer inh: HCV core protein dimerization inhibition; TR-FRET GST/Flag-core106 dimerization, 1536-well; inhibition, % at 5 µM; actives 0.33% (n = 300,000); AID 1899;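 active = inhibition above the mean of all tested compounds plus 3 SD, set per screening campaign, cut at about 45% in these data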
#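 Material: Tagged HCV core106 pair (GST and Flag) | Amount: GST-core106 13.5 nM, Flag-core106 17 nM | Medium: KF-containing HEPES buffer, pH 7.45, DTT, CHAPS, BSA | Reagent: Eu donor and XL665 acceptor anti-tag antibodies | Schedule: 4 h at 22.5 °C | Technique: Time-resolved FRET, ex 340 nm, em 617 and 671 nm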
# Numbers without * were called inactive; · = no result given.
SMILES,VLA-4 inh,PP1 counter,PP5 inh,GASC-1 inh,procasp7 counter,GRK2 aptamer HTS,proCasp3 act,Fh CTSL1 inh,core dimer inh
N#CCCCSc1nnc(-c2ccccn2)o1,-5,2,0.9,14,-6,4,4,-2,-3
Cn1c(Cc2ccc3c(c2)OCO3)nnc1SCC(=O)NC1CCCC1,-6,-2,3.5,8,7,1,5,2,-3
O=C1C(=O)N(c2ccccn2)C(c2cccc([N+](=O)[O-])c2)/C1=C(/O)c1ccc(Br)cc1 (stereo not given),4,10,0.1,-14,8,·,0,2,15
COc1cc2c(cc1OC)CN(C(=O)c1ccc(N3CCCC3)c([N+](=O)[O-])c1)CC2,4,0,0.3,-5,4,3,0,-3,2
N#Cc1nc(-c2ccccc2Cl)oc1NCC1CCCO1 (stereo not given),-14,-2,1.7,4,5,3,5,2,1
CCn1ccnc1CN1CCCCC1C(=O)Nc1ccc(Oc2cccnc2)cc1 (stereo not given),3,-2,-1.4,-14,6,0,-9,-12,1
O=C(c1cccc(-c2ccccc2)c1)N1CC[C@@H](N2CCC(O)CC2)[C@H](O)C1,5,-3,-1.8,-11,-1,0,3,0,-3
CCCn1c(N)c(N(CCOC)C(=O)c2cc(-c3ccco3)nc3ccccc23)c(=O)[nH]c1=O,5,-6,0.5,-8,-9,10,-10,1,26
Cc1ccccc1Cn1nnc(C(=O)Nc2ccc3c(c2)OCCO3)c1N,3,-4,1.0,-3,9,0,-2,4,-1
Cc1ccc2c(c1)N=C(c1ccc(Cl)cc1)CO2,-9,2,0.4,8,-5,3,-3,2,-1
O=C(Cn1cccc1C(=O)c1ccccc1)NCCN1CCOCC1,-164,0,1.4,-3,12,1,10,0,-1
Cc1ccc(CN2CCN(CC(C)C)C(CCO)C2)s1 (stereo not given),-4,0,3.9,0,2,97*,-3,-2,-7
Cc1ccc(C(=O)NCCCNC(=O)COc2ccc(C)c(C)c2)cn1,12,5,0.1,2,4,0,13,5,-15
COC(=O)NNC(=O)COc1ccc(Br)c(C)c1,5,-7,-1.6,3,1,1,1,-2,-1
C=C(C)CSc1nc2ncccc2[nH]1,38,-4,0.6,0,7,2,-6,-2,-1
CC(C)C1=CC(=NS(=O)(=O)c2cccc([N+](=O)[O-])c2)C=C(C(C)C)C1=O,5,2,2.0,-24,-10,0,0,-2,8
CCn1c(C)cc(O)c(C(=O)Nc2cccc(Cl)c2)c1=O,5,-3,2.3,6,-12,0,12,-3,3
C=CCSc1ccc(S(=O)(=O)N2CCN(C)CC2)cn1,5,-4,1.7,-1,-4,0,6,·,·
C=CCn1cc(C(=O)OCC)c(=O)c2ccc(F)cc21,2,2,0.2,-27,6,1,9,-1,-3
COc1ccc(Cl)cc1NC(=O)NCC1CCN(C(=O)OC(C)(C)C)CC1,3,-11,4.8,-3,4,0,-6,0,-2
CCOc1ccccc1C1C(C#N)=C(N)Nc2onc(-c3ccccc3)c21 (stereo not given),1,-2,2.8,0,-4,0,4,0,4
CC(=O)Nc1cccc(Oc2ccc([N+](=O)[O-])cc2Cl)c1,-2,0,2.1,4,7,3,6,1,-2
O=C(O)C1C2C=CC(C2)C1C(=O)NCc1ccc2c(c1)OCO2 (stereo not given),2,1,1.6,3,2,0,9,0,0
CCN(CC)S(=O)(=O)c1ccc(-c2nnc(SCC(=O)N3c4ccccc4CC3C)o2)cc1 (stereo not given),-21,2,3.1,-10,-2,0,3,4,1
COc1ccc(NC(=S)N(CCCN2CCN(C)CC2)Cc2cccs2)cc1,2,3,-0.7,2,-2,5,0,-4,-2
CC(C)CCNc1nc(N)c([N+](=O)[O-])c(NCC2CCCO2)n1 (stereo not given),-5,2,0.8,6,0,1,12,2,5
O=C(COC(=O)CCOc1ccccc1)NCCc1ccccc1,-5,-4,3.3,9,4,0,-3,-23,-11
O=C(Nc1ccc(F)cc1)C1CC2CCC1C2 (stereo not given),12,-1,-1.1,-1,12,0,-1,1,-6
O=c1[nH][nH]cc1C=Nc1cc(Cl)ccc1O,-3,-4,0.0,4,18,4,10,3,-4
O=C(COC(=O)c1cccs1)NCCN1C(=O)CSC1=O,22,-3,3.7,-20,8,1,4,-8,-4
CC(C)(C)n1nc(-c2ccc(Cl)cc2)c2c(N)ncnc21,-3,0,3.0,10,12,3,-2,-3,-1
Cn1c(=O)c2c(ncn2CC(=O)OCC(=O)NCc2ccc(Cl)cc2)n(C)c1=O,-3,2,2.4,25,-13,0,-2,-1,-16
COc1cccc(C(=O)CSc2nnnn2C2CCCCC2)c1,11,1,-0.7,-10,2,2,1,2,9
O=C(Cc1n[nH]c(=O)c2ccccc12)OCC(=O)N(Cc1ccccc1)Cc1ccccc1,-1,-2,2.7,12,-6,1,-4,-8,6
Cc1cc(C(=O)COC(=O)CC2Sc3ccccc3NC2=O)c(C)n1-c1ccc(Br)cc1 (stereo not given),-6,17*,-0.2,-5,0,0,-7,-79,34
COc1ccc(S(=O)(=O)N2CCC3(CC2)OCCN3S(=O)(=O)c2cccs2)cc1,8,2,2.2,-15,2,0,10,0,4
Fc1ccc(NC(=S)NCc2ccccc2Cl)cc1,8,-1,2.0,5,6,0,2,0,2
O=C(Cc1noc2ccccc12)NNC(=S)Nc1ccccc1,-1,7,0.0,23,-20,0,-13,-4,-4
CCS(=O)(=O)NCC(c1ccco1)N1CCN(c2ccccc2)CC1 (stereo not given),-3,-2,-0.6,1,0,0,-12,1,-7
COc1ccccc1CNS(=O)(=O)c1c(C(=O)N2CCCCC2)c(C)n(C)c1C,18,-3,0.7,-4,3,7,6,1,-1

# Random excerpt: seven records from the list, in no set order.
SMILES,VLA-4 inh,PP1 counter,PP5 inh,GASC-1 inh,procasp7 counter,GRK2 aptamer HTS,proCasp3 act,Fh CTSL1 inh,core dimer inh
Cn1c(=O)c2c(ncn2CC(=O)OCC(=O)NCc2ccc(Cl)cc2)n(C)c1=O,-3,2,2.4,25,-13,0,-2,-1,-16
COc1ccc(S(=O)(=O)N2CCC3(CC2)OCCN3S(=O)(=O)c2cccs2)cc1,8,2,2.2,-15,2,0,10,0,4
CCS(=O)(=O)NCC(c1ccco1)N1CCN(c2ccccc2)CC1 (stereo not given),-3,-2,-0.6,1,0,0,-12,1,-7
O=C(Cc1n[nH]c(=O)c2ccccc12)OCC(=O)N(Cc1ccccc1)Cc1ccccc1,-1,-2,2.7,12,-6,1,-4,-8,6
Cc1cc(C(=O)COC(=O)CC2Sc3ccccc3NC2=O)c(C)n1-c1ccc(Br)cc1 (stereo not given),-6,17*,-0.2,-5,0,0,-7,-79,34
COc1cccc(C(=O)CSc2nnnn2C2CCCCC2)c1,11,1,-0.7,-10,2,2,1,2,9
Fc1ccc(NC(=S)NCc2ccccc2Cl)cc1,8,-1,2.0,5,6,0,2,0,2

# Next part.
SMILES,VLA-4 inh,PP1 counter,PP5 inh,GASC-1 inh,procasp7 counter,GRK2 aptamer HTS,proCasp3 act,Fh CTSL1 inh,core dimer inh
Cc1c(NC(=O)c2ccc3nsnc3c2)cccc1[N+](=O)[O-],9,-4,1.9,1,8,1,-2,5,4
COc1ccc(C(=O)Nc2cc(=O)[nH]c3ncnn23)cc1,-4,-4,-1.3,-4,9,0,-6,1,2
COc1ccc(C(=O)NNC(=O)C2CCCN(C3CC(=O)N(c4ccccc4)C3=O)C2)cc1 (stereo not given),9,-4,-2.0,-7,-12,0,-40,-3,2
COc1c2ccoc2nc2c(OC)c(O)ccc12,31,-4,5.0,-1,-1,3,3,-3,-9
CCOC(=O)C1=C(C)Nc2sc(C(=O)c3ccc(F)cc3)c(N)c2C1c1ccc(C(=O)OC)cc1 (stereo not given),-17,4,5.3,-6,-25,1,-21,-2,6
COc1ccc(/C=N/NC(=O)c2ccncc2)cc1[N+](=O)[O-],0,-4,1.0,-3,-10,0,6,2,-3
CCN(CC)C(=S)Oc1c(Cl)cccc1Cl,17,-1,1.3,4,-2,0,-2,2,-1
CN(Cc1ccccn1)Cc1cn(Cc2ccccc2)nc1-c1ccc2c(c1)OCO2,-2,-3,0.5,-1,0,0,-2,-5,-2
CC(C)c1ccc(CCNC(=O)CSC(=S)N2CCCC2)cc1,8,-1,2.1,6,-2,14,6,9,0
Cc1cc(C)n2nc(SCC(=O)NC(=O)c3ccc(OC(F)F)cc3)nc2n1,1,·,·,9,-4,0,15,·,·

# 4 compounds out of the list, sorted by formula weight, lowest first.
SMILES,VLA-4 inh,PP1 counter,PP5 inh,GASC-1 inh,procasp7 counter,GRK2 aptamer HTS,proCasp3 act,Fh CTSL1 inh,core dimer inh
CCN(CC)C(=S)Oc1c(Cl)cccc1Cl,17,-1,1.3,4,-2,0,-2,2,-1
Cc1c(NC(=O)c2ccc3nsnc3c2)cccc1[N+](=O)[O-],9,-4,1.9,1,8,1,-2,5,4
Cc1cc(C)n2nc(SCC(=O)NC(=O)c3ccc(OC(F)F)cc3)nc2n1,1,·,·,9,-4,0,15,·,·
COc1ccc(C(=O)NNC(=O)C2CCCN(C3CC(=O)N(c4ccccc4)C3=O)C2)cc1 (stereo not given),9,-4,-2.0,-7,-12,0,-40,-3,2

# New compounds follow.
SMILES,VLA-4 inh,PP1 counter,PP5 inh,GASC-1 inh,procasp7 counter,GRK2 aptamer HTS,proCasp3 act,Fh CTSL1 inh,core dimer inh
O=C(Nc1cccc(S(=O)(=O)NC2=NCCC2)c1)c1ccc(F)cc1,-5,·,·,2,12,1,2,·,·
Cc1csc(SC(C)C(=O)Nc2ccc3c(c2)OCCO3)n1 (stereo not given),6,-3,-0.8,10,6,3,4,-1,1
CCCCn1c(=O)[nH]c(=O)c2c1nc(-c1ccc(C(F)(F)F)cc1)n2C,5,-1,-0.1,-13,7,3,-8,3,0
CCN1C(=O)CC(NNC(=O)c2ccccc2)C1=O (stereo not given),0,-2,-0.8,10,8,3,2,3,0
CN1CCN(C(CNC(=O)c2ccc(Br)o2)c2ccc(F)cc2)CC1 (stereo not given),9,-4,1.3,-7,4,0,4,0,-3
CC1CCN(C(=S)NC(=O)c2cccs2)CC1,-3,-4,2.4,2,-10,2,-1,-2,6
CCC(C)OC(=O)C[N+](C)(C)CCOC1CC2CCC1(C)C2(C)C (stereo not given),21,-1,-2.4,4,5,0,3,-1,-2
CCC(O)CNC(=O)CCc1nnc(C2(c3ccc(Cl)cc3)CCC2)o1 (stereo not given),20,-3,-0.5,-7,0,9,8,-1,0

# Complete entries, looked up by structure. Values in the order: VLA-4 inh, PP1 counter, PP5 inh, GASC-1 inh, procasp7 counter, GRK2 aptamer HTS, proCasp3 act, Fh CTSL1 inh, core dimer inh
# CN1CCN(C(CNC(=O)c2ccc(Br)o2)c2ccc(F)cc2)CC1 (stereo not given) as listed: 9, -4, 1.3, -7, 4, 0, 4, 0, -3
# CCN1C(=O)CC(NNC(=O)c2ccccc2)C1=O (stereo not given) as listed: 0, -2, -0.8, 10, 8, 3, 2, 3, 0

# From PubChem
